BAZ2B block: inhibitors of human BAZ2B bromodomain. actives 4.4% (n = 360,000). AlphaScreen BAZ2B-H3K14Ac peptide displacement. Q9UIF8. Potency, µM (series often up to 114 µM), for inactives: at the top dose activity change, negative = inhibition, most hits filed as inhibitors; also: potency is read from the fitted curve at half-maximal effect; % is scaled to controls: 0 for no effect and ±100 for the full control effect; nearly all actives have a fitted effect of over 60% in size
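BAZ2B (50 nM) with biotin-H3(5-23)K14Ac peptide (50 nM) in PBS pH 7.4, 0.01% Tween-20, preformed 30 min, then compound 30 min at room temperature; top concentration 110uM. AlphaScreen streptavidin donor/nickel chelate acceptor beads (10 ug/mL final), 20 min dark, signal read.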
HP1b binding inh: HP1-beta chromodomain-methylated histone interaction inhibition. P83916. AlphaScreen HP1-beta / biotin-H3K9me3 peptide binding. actives 0.56% (n = 390,000). Potency, µM (series often up to 114 µM), without a hit: at the top dose activity change, negative = inhibition, usual class: inhibitors. AID 540317; also: potency is read from the fitted curve at half-maximal effect; nearly all actives have a fitted effect of over 70% in size; inactives centre near 23
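HP1-beta protein (50 nM final) preincubated 30 min at room temperature with biotinylated H3(1-18)K9me3 peptide (50 nM) in PBS pH 7.4, 0.01% Tween-20, then compound added for 30 min. AlphaScreen streptavidin donor/nickel chelate acceptor beads (10 ug/mL final), 30 min dark, luminescence read.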
PI4K2A block: inhibitors of human PI4K2A; Q9BTU6; purified PI4K2A, ADP-Glo luminescence, 1 h; stronger effect = lower value; activity change, negative = inhibition, % at 76.9 µM; actives 0.13% (n = 420,000); AID 1346378; in the data active = activity change below about -50%; inconclusive = mostly about -30% to -49%;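 also: -100% = wells without enzyme as full effect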
Target sequence (Q9BTU6 whole entry, looked up): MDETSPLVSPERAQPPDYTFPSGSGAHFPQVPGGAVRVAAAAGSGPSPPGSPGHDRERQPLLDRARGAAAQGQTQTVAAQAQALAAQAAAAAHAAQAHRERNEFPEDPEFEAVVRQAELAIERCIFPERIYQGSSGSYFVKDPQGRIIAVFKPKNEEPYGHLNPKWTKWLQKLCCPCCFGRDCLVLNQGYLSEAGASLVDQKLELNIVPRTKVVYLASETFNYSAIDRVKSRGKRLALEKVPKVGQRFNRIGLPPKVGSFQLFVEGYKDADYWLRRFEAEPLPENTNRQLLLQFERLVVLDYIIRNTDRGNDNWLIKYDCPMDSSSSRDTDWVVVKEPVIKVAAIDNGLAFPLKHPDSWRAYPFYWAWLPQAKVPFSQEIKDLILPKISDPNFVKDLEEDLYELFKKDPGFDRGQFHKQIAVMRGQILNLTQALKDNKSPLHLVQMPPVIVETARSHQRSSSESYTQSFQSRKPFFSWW
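PI4K2A activity was measured by ADP-Glo luminescence: enzyme (4 ug/mL stock) and phosphatidylinositol (1.2 mM stock) in Tris pH 7.5/MgCl2/EGTA/Triton X-100 buffer were reacted with ATP (300 microM stock) for one hour at ambient temperature.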
JMJD2A Tudor inh: JMJD2A Tudor domain (human) inhibition; O75164; AlphaScreen JMJD2A-Tudor / H3K4me3 peptide binding; Potency, µM (series often up to 114 µM), for inactives: at the top dose activity change, negative = inhibition, hits mostly inhibitors; actives 4.4% (n = 390,000); AID 504339; also: potency is read from the fitted curve at half-maximal effect; % is scaled to controls: 0 for no effect and ±100 for the full control effect; nearly all actives have a fitted effect of over 50% in size
G9a inh: inhibitors of human histone lysine methyltransferase G9a; G9a H3K9 monomethylation, AlphaScreen, 2 h; Potency, µM (series often up to 102 µM), for the others: at the top dose activity, negative = inhibition, usual class: inhibitors; actives 8.8% (n = 350,000); also: potency is read from the fitted curve at half-maximal effect; % is scaled to controls: 0 for no effect and ±100 for the full control effect; nearly all actives have a fitted effect of over 75% in size
Target sequence (Q96KQ7 913-1193 limits assumed): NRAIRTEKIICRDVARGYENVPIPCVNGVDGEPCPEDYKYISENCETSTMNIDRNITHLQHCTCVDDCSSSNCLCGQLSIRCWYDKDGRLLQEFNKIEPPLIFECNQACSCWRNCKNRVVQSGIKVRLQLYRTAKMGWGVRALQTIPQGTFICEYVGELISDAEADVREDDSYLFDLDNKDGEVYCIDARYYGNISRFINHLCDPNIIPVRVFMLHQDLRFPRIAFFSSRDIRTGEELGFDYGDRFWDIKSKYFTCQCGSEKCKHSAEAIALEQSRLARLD
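Chemiluminescent proximity detection of H3K9 monomethylation, read after 10 min bead incubation in the dark. Reaction: 20 nM G9a, 500 nM biotin-H3K9 peptide, 20 uM SAM cofactor, 2 h, room temperature, following 15 min enzyme-compound preincubation.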
Pin1 inhibitor: inhibitors of human Pin1. Pin1 FP peptide displacement, HiFluor488, 10 min. actives 0.009% (n = 390,000). Q13526. AID 504891. Potency, µM (series often up to 115 µM), without a hit: at the highest dose activity, negative = inhibition, hits mostly inhibitors; active = well fitted inhibition curve with a large enough effect in the polarisation, with a control signal flat, not every such curve was filed as active; inconclusive = small, poorly fitted or top-dose-only effect, or effect the other way, or a change in a side signal; inactive = no such curve, though single readings can be large or run the other way; the % refers to the polarisation; also: potency is read from the fitted curve at half-maximal effect; % is scaled to controls: 0 for no effect and ±100 for the full control effect
Target sequence (Q13526 whole entry, looked up): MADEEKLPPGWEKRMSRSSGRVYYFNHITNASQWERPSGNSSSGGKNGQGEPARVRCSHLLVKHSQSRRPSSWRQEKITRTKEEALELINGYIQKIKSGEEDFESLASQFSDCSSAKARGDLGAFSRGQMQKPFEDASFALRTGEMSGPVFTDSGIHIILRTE
Tb PGK inh: T. brucei PGK inhibition; Potency, µM (top dose mostly 57.5 µM), inactives show top-dose activity change, negative = inhibition, usual class: inhibitors; PGK/GAPDH coupled, Kinase-Glo luminescence, 60 min; actives 0.043% (n = 380,000); also: potency is read from the fitted curve at half-maximal effect; % is scaled to controls: 0 for no effect and ±100 for the full control effect; nearly all actives have a fitted effect of over 60% in size
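Recombinant glycosomal PGK reaction used 1,3-bisphosphoglycerate generated in-well by GAPDH (100nM final) in 100mM TEA pH 7.6, 5mM MgCl2, 0.01% Tween-20. After 60 minutes at room temperature, ATP was read by Kinase-Glo Plus luminescence end-point.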
GLS inhibitor: blocks human kidney-isoform glutaminase activity; Potency, µM (titrated, usually from 45.5 µM), for the others: at the highest dose activity change, negative = inhibition, actives largely listed as inhibitors; AID 624170; GLS enzymatic activity, qHTS titration; O94925; actives 0.21% (n = 410,000); also: potency is read from the fitted curve at half-maximal effect; % is scaled to controls: 0 for no effect and ±100 for the full control effect
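Read-out is an Amplex red fluorescence increase coupled through glutamate oxidase and HRP, measured before and after 30 min room-temperature incubation. hKGA is in 45 mM KH2PO4 (pH 8.2) with 0.02% Tween-20; glutamine added as 1mM solution.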
POLH inh: DNA polymerase eta (human) inhibition | recombinant Pol eta, fluorescent DNA replication assay | Potency, µM (doses to about 114 µM), for the others: at the top dose activity change, negative = inhibition, usual class: inhibitors | actives 1.2% (n = 390,000) | AID 588591; also: potency is read from the fitted curve at half-maximal effect; % is scaled to controls: 0 for no effect and ±100 for the full control effect
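Fluorescent replication assay: 50 nM final substrate added after a 15 min room-temperature compound preincubation with 10 nM enzyme. Signal taken at 0 min and again at 10 min.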
* marks the source's active call; other numbers are inactive results; & = joins results of further samples; [ ] = dose if it differs, or a comment. Unless noted, calls follow the shape of the dose curve; as a rule, active = well fitted curve in the direction sought with a large enough effect; inconclusive = small, poorly fitted or top-dose-only effect, or another doubt; inactive = no such curve, though single readings can be large; an effect the other way counts as inactive or inconclusive.

What do the screens show for `CN1CCN(C(=O)C2=C[C@@H](C3CCCCC3)C[C@@H](OCCCCO)O2)CC1`?
BAZ2B block: -13%; HP1b binding inh: 52%[activator]; PI4K2A block: -3; JMJD2A Tudor inh: -9%; G9a inh: inconclusive; Pin1 inhibitor: 0%; Tb PGK inh: inactive; GLS inhibitor: -1%; POLH inh: -13%

How did COc1ccc(-c2sc3cc4c(cc3c2C#Cc2ccc(N)cc2)OCO4)cc1 do in these assays?
HP1b binding inh: 47%[activator]; PI4K2A block: 1; JMJD2A Tudor inh: 14%; Pin1 inhibitor: 8%; Tb PGK inh: -3%; GLS inhibitor: 1%; POLH inh: -6%

Results for CC(C)Sc1nc2c(cnn2-c2ccccc2)c(=O)[nH]1 ?
BAZ2B block: 10%; HP1b binding inh: 23%; PI4K2A block: 6; JMJD2A Tudor inh: -9%; G9a inh: 22%; Pin1 inhibitor: 0%; Tb PGK inh: 1%; GLS inhibitor: 3%; POLH inh: -6%

How did CCCc1cc(=O)n2[nH]c(C)c(-c3ccc(OC)cc3)c2n1 do in these assays?
BAZ2B block: -33%; HP1b binding inh: 7%; PI4K2A block: -7; JMJD2A Tudor inh: -23%; Pin1 inhibitor: 1%; Tb PGK inh: 9%; GLS inhibitor: -8%; POLH inh: -10%

What do the screens show for `CCC(C(=O)NC(C)(C)C)N(C(=O)c1ccc(Cl)nc1)C1CCCC1` (stereo not drawn)?
BAZ2B block: 4%; HP1b binding inh: 32%; PI4K2A block: 6; JMJD2A Tudor inh: -1%; G9a inh: 4%; Pin1 inhibitor: 0%; Tb PGK inh: -1%; GLS inhibitor: 7%; POLH inh: -19%

What do the screens show for `CNC(=O)COc1cccc(C(=O)NCc2ccccc2)c1`?
BAZ2B block: 10%; HP1b binding inh: 7%; PI4K2A block: 4; JMJD2A Tudor inh: 0%; G9a inh: 17%; Pin1 inhibitor: -6%; Tb PGK inh: 0%; GLS inhibitor: 2%; POLH inh: -1%

What do the screens show for `O=C(COC(=O)c1ccccc1Cl)NC1CCCCCC1`?
HP1b binding inh: 62%[activator]; PI4K2A block: 0; JMJD2A Tudor inh: 10%; Pin1 inhibitor: 6%; Tb PGK inh: 2%; GLS inhibitor: -1%; POLH inh: -2%

Results for CCc1cccc(NC(=O)Nc2cccs2)c1 ?
BAZ2B block: inconclusive; HP1b binding inh: -7%; PI4K2A block: -7; JMJD2A Tudor inh: inconclusive; G9a inh: 13µM*; Pin1 inhibitor: 31%[activator]; Tb PGK inh: 1%; GLS inhibitor: 29%; POLH inh: -9%

Results for COCCn1c(=N)c(C(=O)NCc2ccco2)cc2c(=O)n3cc(C)ccc3nc21 ?
BAZ2B block: -17%&-13%; HP1b binding inh: 26%&44%; PI4K2A block: -2&1; JMJD2A Tudor inh: -33%&-8%; G9a inh: -3%[12.7 µM]; Pin1 inhibitor: -18%&-14%; Tb PGK inh: -6%&6%; GLS inhibitor: 3%&-28%; POLH inh: -15%&-17%

How did N#Cc1cccc(C(c2nnnn2Cc2ccccc2)N2CCCC2)c1 (stereo not drawn) do in these assays?
BAZ2B block: -1%; HP1b binding inh: 13%; PI4K2A block: 2; JMJD2A Tudor inh: -17%; G9a inh: 10%[59 µM]; Pin1 inhibitor: -10%; Tb PGK inh: -9%; GLS inhibitor: 24%; POLH inh: 1%

Results for O=C(CSc1oc(-c2ccco2)nc1S(=O)(=O)c1ccc(Cl)cc1)c1ccc(Cl)cc1 ?
BAZ2B block: inconclusive; HP1b binding inh: -8%; PI4K2A block: -2; JMJD2A Tudor inh: inconclusive; G9a inh: -49%[59 µM]; Pin1 inhibitor: 0%; Tb PGK inh: -4%; GLS inhibitor: -3%; POLH inh: -3%

Results for CC1=C(C(=O)OCC2CCCO2)C(c2coc3ccccc3c2=O)C2=C(CC(C)(C)CC2=O)N1 (stereo not drawn) ?
BAZ2B block: 11%; HP1b binding inh: 17%; PI4K2A block: -1; JMJD2A Tudor inh: -4%; G9a inh: -34%; Pin1 inhibitor: 4%; Tb PGK inh: 0%; GLS inhibitor: -15%; POLH inh: -11%

Results for Cc1ccc(CNC(=O)CN2N=C(c3ccc(C)cc3)CCC2=O)cc1 ?
BAZ2B block: -30%; HP1b binding inh: -4%; PI4K2A block: 5; JMJD2A Tudor inh: -24%; G9a inh: -16%[59 µM]; Pin1 inhibitor: -1%; Tb PGK inh: -8%; GLS inhibitor: -26%; POLH inh: 20%

What do the screens show for `O=S(Cc1ccc(Br)cc1)Cc1nnc(SCc2c(F)cccc2Cl)n1-c1ccccc1` (stereo not drawn)?
BAZ2B block: inconclusive; HP1b binding inh: -4%; PI4K2A block: -1; JMJD2A Tudor inh: -27%; G9a inh: inconclusive; Pin1 inhibitor: inconclusive; Tb PGK inh: 1%; GLS inhibitor: 9%; POLH inh: -17%

How did CCCOc1ccc(C(=O)NNC(=S)NC(=O)CC)cc1 do in these assays?
BAZ2B block: 14%[57.1 µM]; HP1b binding inh: 21%; PI4K2A block: 14; JMJD2A Tudor inh: 32µM*; G9a inh: 8.9µM*; Pin1 inhibitor: -2%; Tb PGK inh: -8%; GLS inhibitor: 39%[activator]; POLH inh: -9%

What do the screens show for `CN1C2CCC1CC(NC(=O)c1cccc(C(F)(F)F)c1)C2` (stereo not drawn)?
BAZ2B block: 4%; HP1b binding inh: 26%; PI4K2A block: 0; JMJD2A Tudor inh: -13%; G9a inh: 22%; Pin1 inhibitor: -5%; Tb PGK inh: 2%; GLS inhibitor: -16%; POLH inh: -18%

Results for CSc1c(C#N)c(N)nc2sc(C(=O)c3ccccc3)c(N)c12 ?
BAZ2B block: -8%; HP1b binding inh: 36%; PI4K2A block: 2; JMJD2A Tudor inh: inconclusive; Pin1 inhibitor: inconclusive; Tb PGK inh: 3%; GLS inhibitor: 16%; POLH inh: -1%

Results for CC(C)CCN1CCN(Cc2ccc3nsnc3c2)CC1CCO (stereo not drawn) ?
BAZ2B block: 3%; HP1b binding inh: 27%; PI4K2A block: 1; JMJD2A Tudor inh: -22%; G9a inh: 9%; Pin1 inhibitor: 1%; Tb PGK inh: inconclusive; GLS inhibitor: 4%; POLH inh: -2%

Results for COC(=O)CN(c1ccccc1)S(=O)(=O)c1ccc(F)cc1 ?
BAZ2B block: 8%; HP1b binding inh: 27%; PI4K2A block: -6; JMJD2A Tudor inh: 5%; G9a inh: 12%[59 µM]; Pin1 inhibitor: 0%; Tb PGK inh: -12%; GLS inhibitor: -7%; POLH inh: -8%

Results for COCCN(C(=O)CCc1nnc(Cc2c[nH]c3ccccc23)o1)C(C)C ?
BAZ2B block: -26%; HP1b binding inh: 48%[activator]; PI4K2A block: -1; JMJD2A Tudor inh: -10%; G9a inh: -46%; Pin1 inhibitor: 3%; Tb PGK inh: -3%; GLS inhibitor: 2%; POLH inh: -8%

What do the screens show for `O=[N+]([O-])c1ccc(C=Nc2ccc(Cl)cc2Cl)s1`?
BAZ2B block: -7%; HP1b binding inh: 30%; PI4K2A block: inconclusive; JMJD2A Tudor inh: -19%; G9a inh: inconclusive; Pin1 inhibitor: inconclusive; Tb PGK inh: -7%; GLS inhibitor: -7%; POLH inh: 89µM*

What do the screens show for `COc1ccc2nc(NC(=O)c3ccc(S(=O)(=O)N4CCC(C)CC4)cc3)sc2c1`?
BAZ2B block: 0%; HP1b binding inh: 13%[57 µM]; PI4K2A block: 0; JMJD2A Tudor inh: -16%; G9a inh: 4%[59 µM]; Pin1 inhibitor: -13%; Tb PGK inh: -3%; GLS inhibitor: -9%; POLH inh: -13%

How did CCOc1c(C)cnc2c1c(=O)n(Cc1ccccc1Cl)c(=O)n2C do in these assays?
BAZ2B block: 3%[57.1 µM]; HP1b binding inh: 51%[activator]; PI4K2A block: -3; JMJD2A Tudor inh: 5%; G9a inh: 64%[activator]; Pin1 inhibitor: -2%; Tb PGK inh: -9%; GLS inhibitor: -1%; POLH inh: -16%

Results for CCOc1ccc(C(=O)OCc2cc(=O)n3cc(C)sc3n2)cc1 ?
BAZ2B block: -1%; HP1b binding inh: 12%; PI4K2A block: 1; JMJD2A Tudor inh: -10%; G9a inh: 10%[59 µM]; Pin1 inhibitor: -6%; Tb PGK inh: -11%; GLS inhibitor: 3%; POLH inh: -17%

What do the screens show for `Nc1ccc2cccc(O)c2c1`?
HP1b binding inh: inconclusive; PI4K2A block: -26; JMJD2A Tudor inh: 28µM*; Pin1 inhibitor: inconclusive; Tb PGK inh: -9%; GLS inhibitor: -22%; POLH inh: 22µM*

Results for CCC(Sc1nc2ccc(N)cc2s1)C(=O)Nc1nccs1 (stereo not drawn) ?
BAZ2B block: -32%; HP1b binding inh: 26%; PI4K2A block: 0; JMJD2A Tudor inh: 50µM*; G9a inh: 13µM*; Pin1 inhibitor: -1%; Tb PGK inh: inactive; POLH inh: -4%

What do the screens show for `Cc1cc(C)n2nc(SCc3ncc(-c4ccccc4)o3)nc2n1`?
BAZ2B block: -4%; HP1b binding inh: 24%; PI4K2A block: 3; JMJD2A Tudor inh: -27%; G9a inh: -1%[2.33 µM]; Pin1 inhibitor: 12%; Tb PGK inh: -8%; GLS inhibitor: -1%; POLH inh: -7%

What do the screens show for `Cc1ccc(S(=O)(=O)N2CCN(C(=O)COC(=O)C3CC3C)CC2)c(C)c1` (stereo not drawn)?
BAZ2B block: 7%; HP1b binding inh: 35%; PI4K2A block: -6; JMJD2A Tudor inh: -5%; G9a inh: 11%[12.7 µM]; Pin1 inhibitor: 1%; Tb PGK inh: -9%; GLS inhibitor: 2%; POLH inh: -16%

This is a subset; the hit share may differ from the screen's.
